L3MBTL1 inh: blocks human L3MBTL1; AlphaScreen L3MBTL1–H3K9me1 peptide binding; Potency, µM (doses to about 57.1 µM), inactives show top-dose activity, negative = inhibition, hits mostly inhibitors; hit rate 0.66% among 230,000; AID 485360; active = well fitted inhibition curve with a large enough effect; inconclusive = small, poorly fitted or top-dose-only effect; inactive = no such curve, though single readings can be large or run the other way; also: nearly all actives have a fitted effect of over 60% in size
Target sequence (Q9Y468 whole entry, looked up): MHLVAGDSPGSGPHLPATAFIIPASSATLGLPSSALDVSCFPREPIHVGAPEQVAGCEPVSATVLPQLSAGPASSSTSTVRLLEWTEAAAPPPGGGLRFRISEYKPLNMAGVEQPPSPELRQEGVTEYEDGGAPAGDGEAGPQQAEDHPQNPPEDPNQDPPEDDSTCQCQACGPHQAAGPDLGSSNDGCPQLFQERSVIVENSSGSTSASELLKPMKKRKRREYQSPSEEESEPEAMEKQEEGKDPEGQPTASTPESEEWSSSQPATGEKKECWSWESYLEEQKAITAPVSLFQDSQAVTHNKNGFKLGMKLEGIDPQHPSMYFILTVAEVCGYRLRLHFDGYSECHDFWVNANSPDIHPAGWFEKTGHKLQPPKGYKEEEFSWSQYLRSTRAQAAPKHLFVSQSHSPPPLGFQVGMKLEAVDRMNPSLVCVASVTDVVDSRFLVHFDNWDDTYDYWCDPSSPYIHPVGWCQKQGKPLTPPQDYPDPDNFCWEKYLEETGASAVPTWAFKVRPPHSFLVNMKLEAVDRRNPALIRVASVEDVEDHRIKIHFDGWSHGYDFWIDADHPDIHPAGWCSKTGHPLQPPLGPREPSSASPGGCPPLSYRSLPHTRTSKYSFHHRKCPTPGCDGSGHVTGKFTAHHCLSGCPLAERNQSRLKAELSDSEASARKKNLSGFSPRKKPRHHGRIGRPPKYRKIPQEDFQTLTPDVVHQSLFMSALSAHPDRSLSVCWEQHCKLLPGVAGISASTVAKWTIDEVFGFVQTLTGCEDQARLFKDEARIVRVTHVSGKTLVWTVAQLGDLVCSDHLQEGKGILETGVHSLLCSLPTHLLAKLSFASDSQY
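L3MBTL1 (50 nM) pre-complexed 30 min with biotinylated H3(1-15)K9me1 peptide (75 nM), then compounds added for 30 min at room temperature; AlphaScreen streptavidin donor/nickel chelate acceptor beads (10 ug/mL final) read after 30 min dark incubation.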
The depositor's hits bear a star; ? = inconclusive; [ ] = remark or other dose. % is scaled to controls: 0 for no effect and ±100 for the full control effect; potency is read from the fitted curve at half-maximal effect.

Sample of the layout (six entries):
SMILES	L3MBTL1 inh
Cc1cccc(OCCn2nnc3ccccc32)c1C	20%
Cc1ccc(CNC(=O)c2ccc(N3CCC4(CC3)CC(c3cccc(Br)c3)=NO4)c(N)c2)cc1	-2%
O=C(NCc1ccccc1F)c1ccc2c(c1)OCCO2	0%
Cc1ccc(S(=O)(=O)N2CCC(C(=O)OCC(=O)N3CCC(C)CC3)CC2)cc1C	1%
COC(=O)c1cc(CNC(=O)c2ccc(S(=O)(=O)N(C)c3ccccc3)cc2)ccc1OC	7%
CN(CC(=O)Nc1ccccc1Cl)C1CCCCC1	6%

Main list, repeating the preview:
SMILES	L3MBTL1 inh
Cc1cccc(OCCn2nnc3ccccc32)c1C	20%
Cc1ccc(CNC(=O)c2ccc(N3CCC4(CC3)CC(c3cccc(Br)c3)=NO4)c(N)c2)cc1	-2%
O=C(NCc1ccccc1F)c1ccc2c(c1)OCCO2	0%
Cc1ccc(S(=O)(=O)N2CCC(C(=O)OCC(=O)N3CCC(C)CC3)CC2)cc1C	1%
COC(=O)c1cc(CNC(=O)c2ccc(S(=O)(=O)N(C)c3ccccc3)cc2)ccc1OC	7%
CN(CC(=O)Nc1ccccc1Cl)C1CCCCC1	6%
COCCn1ccc2c(OCC(=O)NCc3ccc(C)cc3)cccc2c1=O	3%
CC(C)(CNC(=O)c1ccc(NS(=O)(=O)c2ccc(Br)cc2)cc1)N1CCOCC1	0%
COc1ccccc1CCC(=O)OCC(=O)Nc1cc(S(=O)(=O)N2CCOCC2)ccc1C	-3%
Cn1nnnc1Sc1ncnc2scc(-c3ccccc3Br)c12	-8%
COc1c(O[C@@H]2O[C@H](CO)[C@@H](O)[C@H](O)[C@H]2O)cc2c(c1OC)-c1ccc(SC)c(=O)cc1C(NC(C)=O)CC2 (some centres undefined)	-1%
CCCCN(C(=O)CN1C(=O)C2CCCCC2C1=O)c1c(N)n(CCCC)c(=O)[nH]c1=O (centres undefined)	0%
CC(=O)c1c(C)[nH]c(C(=O)N2CCN(S(=O)(=O)c3ccc(F)c(F)c3)CC2)c1C	-14%
Cc1nc(-c2ccc(Cl)cc2)sc1C1(C)CC(c2cccc(Cl)c2)=NO1 (centres undefined)	-1%
COc1ccc(COC(=O)C2CC(=O)N(Cc3ccccc3)C2)cc1 (centres undefined)	-3%
Cc1ccccc1OCCC(=O)NNC(=O)c1ccccc1F	3%
COc1cc(C(=O)NNC(=O)C2CSC3(C)CCC(=O)N23)cc(OC)c1OC (centres undefined)	8%
S=C(NCCCN1CCOCC1)N1CCN(c2ccccc2)CC1	-3%
C#CCCC(=O)c1ccccc1/C=[N+](\[O-])c1ccccc1	-12%
Cc1ccccc1OCc1n[nH]c(=S)n1-c1cccc(Cl)c1	-14%
COc1ccc(/C=C/c2c(-c3ccc(OC)cc3)oc(=O)c3cc(OC)c(OC)cc23)cc1	-6%
NS(=O)(=O)c1ccc(CCNC(=O)C2CCN(C(=O)Nc3ccccc3)CC2)cc1	-2%
O=S(=O)(Nc1cccc(S(=O)(=O)N2CCCC2)c1)c1cccs1	-6%
Cc1ccc(S(=O)(=O)N(C)C(C)CCc2ccco2)cc1 (centres undefined)	3%
CCc1ccc(OCC(=O)Nc2ccc(S(=O)(=O)N3CCOCC3)cc2)cc1	-2%
COc1ccc2c(c1)[C@H]1[C@H](CO2)[C@H](c2ccccc2)[C@]2(C)C(=O)Nc3cc(F)ccc3C(=O)N12	-10%
CCN(CC(=O)Nc1c(F)cccc1F)C(=O)C1=COCCO1	9%
OCC1(Cc2ccc(F)cc2)CCCN(CCCC(F)(F)F)C1 (centres undefined)	14%
N#CCCN(C(=O)COC(=O)COc1ccccc1Cc1ccccc1)c1ccccc1	0%
CCc1ccc([C@@H]2CC=C(C(=O)O)[C@H](c3ccc(C(C)(C)C)cc3)N2S(=O)(=O)c2ccc(C)cc2)cc1	-12%
O=C1CCN(Cc2ccc(Br)cc2)CCN1CCO	2%
OCC[C@@H]1C[C@H](O)[C@@H](O)[C@@]2(Cc3ccccc3CCO2)O1	-7%
CC(=O)Oc1ccccc1C(=O)N(C1CCCCC1)C1CCCCC1	-1%
COc1ccc(S(=O)(=O)Nc2ccc3c(c2)C(=O)N([C@H](C)CO)C[C@H](C)[C@@H](CN(C)S(=O)(=O)c2ccc(F)cc2)O3)cc1	0%
CC(C)Cn1c(N)c(C(=O)COC(=O)C2CC(=O)N(c3ccc4c(c3)OCCO4)C2)c(=O)n(C)c1=O (centres undefined)	9%
CC(=O)Nc1ccc(C(=O)Nc2cccc(S(=O)(=O)NC3=NCCC3)c2)cc1	4%
CCOC(=O)CCC(=O)Nc1cc(S(=O)(=O)N2CCOCC2)ccc1N1CCCCC1	4%
COC(=O)c1ccc(CNC(=O)c2ccc(OC)c(S(=O)(=O)NC3CCCC3)c2)cc1	7%
CN(Cc1ccccc1Br)C(=O)CSc1nnnn1C1CC1	-11%
O=C(CSc1nnc2ccccn12)NC(=O)c1ccccc1	1%
C=CC[C@H](CC(=O)N(CCO)Cc1ccccc1)C(=O)NCCOC(=O)[C@@H](CC=C)CC(=O)OC(C)(C)C	-1%
CN(CC(=O)Nc1cccc(F)c1)CC(=O)N1CCCCC1	4%
COc1ccc(C=O)cc1C1=CC(=O)C[C@H](c2ccc(Cl)cc2)C1	-12%
NC(=O)c1ccc(NC(=O)COC(=O)CCN=C2NS(=O)(=O)c3ccccc32)cc1	12%
CC1CN(CCOc2ccc(F)cc2)CC(C)O1 (centres undefined)	1%
C#CCOCCOCCOCCNc1nc(N2CCN(C(=O)C([C@@H](C)O)n3cc([C@@H](N)CCCCN)nn3)CC2)nc(N2CCN(C(=O)[C@H](CCC(=O)O)n3cc([C@@H](N)CCCCN)nn3)CC2)n1 (some centres undefined)	-6%
COc1ccc(S(=O)(=O)N2CCCCC2C)cc1 (centres undefined)	3%
CC(CCc1ccccc1)NC(=O)c1ccccc1Cl (centres undefined)	5%[2.29 µM]

Overlap with the part before: 7 entries; new compounds follow.
SMILES	L3MBTL1 inh
CN(CC(=O)Nc1cccc(F)c1)CC(=O)N1CCCCC1	4%
COc1ccc(C=O)cc1C1=CC(=O)C[C@H](c2ccc(Cl)cc2)C1	-12%
NC(=O)c1ccc(NC(=O)COC(=O)CCN=C2NS(=O)(=O)c3ccccc32)cc1	12%
CC1CN(CCOc2ccc(F)cc2)CC(C)O1 (centres undefined)	1%
C#CCOCCOCCOCCNc1nc(N2CCN(C(=O)C([C@@H](C)O)n3cc([C@@H](N)CCCCN)nn3)CC2)nc(N2CCN(C(=O)[C@H](CCC(=O)O)n3cc([C@@H](N)CCCCN)nn3)CC2)n1 (some centres undefined)	-6%
COc1ccc(S(=O)(=O)N2CCCCC2C)cc1 (centres undefined)	3%
CC(CCc1ccccc1)NC(=O)c1ccccc1Cl (centres undefined)	5%[2.29 µM]
CCNc1nc(NCC)n2c(SCC(=O)Nc3ccc(OC(F)F)cc3)nnc2n1	?
CCOC(=O)C1=CN(Cc2cccc(F)c2)S(=O)(=O)NC1c1cccc(OC)c1 (centres undefined)	33%[activator]
Cc1csc(SC(C)C(=O)NC2CCCCC2C)n1 (centres undefined)	6%
O=C(N/N=C/c1ccc([N+](=O)[O-])cc1)c1ccc(NS(=O)(=O)c2cccs2)cc1	-1%
Cc1cc(C(=O)COC(=O)c2cccnc2Cl)c(C)n1C	-4%
COc1cc(OC)cc(C(=O)NCC(=O)N2CCCCCCC2)c1	1%
Cc1cc(Br)ccc1SCC(=O)OCC(=O)Nc1ccc2[nH]c(=O)[nH]c2c1	7%
COc1ccc(S(=O)(=O)NCCS(=O)(=O)N2CCN(c3ccccc3)CC2)cc1	-3%
CN1CCC(=O)N([C@H](CC#N)c2ccccc2)CC1	-2%
Cc1ccc(S(=O)(=O)Nc2cccc(C(=O)NCC(c3ccco3)N(C)C)c2)cc1F (centres undefined)	-5%
O=C1CCc2cc(S(=O)(=O)N3CCN(c4ccccc4)CC3)cc3c2N1CCC3	-5%
CN1C(=O)CC(c2ccccc2)C1=O (centres undefined)	-1%
CC(C)(C)OC(=O)C[C@H]1C/C=C\C[C@@H](CC(=O)N[C@@H](CO)Cc2ccccc2)C(=O)NCCOC1=O	3%
O=C(CCNS(=O)(=O)c1ccccc1)NNC(=O)COc1ccc(Cl)cc1	8%
C#CCN1C=C(C(=O)OCC)C(C)N(Cc2ccccc2I)S1(=O)=O (centres undefined)	16%
Brc1ccc(-c2c(-c3ccsc3)sc3ccccc23)cn1	29%
COc1ccc(NC(=O)C2C3C=CC(O3)C2C(=O)O)cc1 (centres undefined)	2%
CCOC(=O)C1CCN(C(=O)CCc2ccc(S(=O)(=O)NCC(C)C)cc2)CC1	5%
CN(CC(=O)Nc1ccccc1Cl)C(=O)COC(=O)c1ccccc1[N+](=O)[O-]	4%
O=C1COc2ccc(C(=O)COc3ccc(Cl)cc3Br)cc2N1	-7%
O=C(COC(=O)c1ccccn1)NCCc1ccc(Cl)cc1	4%
COc1ccc(-c2csc(NC(=O)CN3C(=O)C4CC=CCC4C3=O)n2)cc1 (centres undefined)	-6%
CC(O/N=C(\N)c1ccccc1)C(=O)Nc1cccc(C(F)(F)F)c1 (centres undefined)	-1%
CCCC1(CCC)NC(=O)N(CC(=O)N2CCc3ccccc32)C1=O	3%
CCOC(=O)[C@@H]1[C@H]2COc3cc(OC)ccc3[C@@H]2N2C(=O)N(c3ccc(OC)cc3)C(=O)[C@@]12C	8%
Clc1c(OCCCn2ccnc2)ccc2ccccc12	-12%
O=C(CCCNC(=O)c1ccc(Cl)cc1)OCc1cccc(Br)c1	22%
CSc1nc(N)nc2c1ncn2CC(=O)NCCNc1ccc([N+](=O)[O-])cn1	5%
O=C(Nc1ccc(F)cc1F)C1CC(=O)N(Cc2ccccc2)C1 (centres undefined)	6%
O=C(NCC(c1ccco1)N1CCN(c2ccc(F)cc2)CC1)c1ccc2c(c1)OCO2 (centres undefined)	-10%
CC(C)COc1ccc(-c2nn(-c3ccccc3)cc2/C=C2/SC(=S)N(CC(=O)O)C2=O)cc1	-20%
C[C@@]12CCC3[C@@](CCC4[C@@]3(C)CCC[C@@]4(C)C(=O)N3CCOCC3)(CC1=O)C2 (some centres undefined)	3%
COCCNc1nnc(SCC(=O)NNC(=O)c2ccc([N+](=O)[O-])cc2)s1	10%
COc1cc2ccc3c(CCN(C)C)cc(OC)c(OC)c3c2cc1OC	-3%
O=C(COC(=O)c1ccccc1O)NC(=O)c1ccc(OC(F)F)cc1	3%
Cc1cccc(C(C)C)c1NC(=O)c1cc2ccccc2o1	-8%
Cc1cccc(C(=O)NNC(=O)c2ccccc2[N+](=O)[O-])c1	-6%
COc1cccc(CN(C)C(=O)c2cc(S(=O)(=O)N3CCCC3)ccc2C)c1OC	-10%
CCN(C(=O)COC(=O)c1cc2c(s1)CCCC2)c1c(N)n(Cc2ccccc2)c(=O)[nH]c1=O	-28%
CC(=O)Nc1sc(C)c(C)c1C(=O)OCC(=O)Nc1ccccc1	4%
CC(C)c1ccc(Nc2nc(Cl)nc(NCCO)n2)cc1	-2%
COc1ccc(C(=O)OCC(=O)Nc2ccc(N3CCOCC3)cc2)cc1OC	-2%
CCOc1ccc(CNn2cnnc2)cc1	2%
COC(=O)c1ccc(C(=O)N(C)C2CCCN(Cc3ccccc3F)C2)cc1 (centres undefined)	1%
Cc1csc(=O)n1CC(=O)OCC(=O)NCc1ccc(F)cc1	5%
CCOC(=O)c1c(CC(C)C)csc1NC(=O)COC(=O)C1=NNC(=O)CC1	-4%
Cc1cccc(C)c1NC(=O)CN(C)C(=O)CN1C(=O)NC(C)(C)C1=O	9%
COC(=O)c1cc(Br)ccc1NC(=O)CSCc1c(C)noc1C	13%
O=C(Cc1csc(-c2ccc(Cl)cc2)n1)Nc1cccc(S(=O)(=O)NC2=NCCC2)c1	-1%
N#CCC(=O)Nc1ccc(C(=O)NCC2(N3CCOCC3)CCCCC2)cc1	1%
CN(CCOc1ccccc1)C(=O)CNC(=O)c1ccc(C(C)(C)C)cc1	-2%
C=CCn1c(SCC(=O)NCC2CCCO2)nc2sc(CC)cc2c1=O (centres undefined)	3%
O=C(OCc1cc(=O)n2ccsc2n1)c1ccccc1NCCO	?
COc1ccc(CN(C)C(=O)C(Cc2ccccc2)NC(=O)c2ccccc2)cc1F (centres undefined)	1%
CCOc1ccc(OCC(=O)OC(C)C(=O)NC2CCCCC2C)cc1 (centres undefined)	6%
COCCCN(C(=O)CSCC(=O)Nc1cccc(C)c1)c1c(N)n(Cc2ccccc2)c(=O)[nH]c1=O	7%
O=C(COC(=O)C1CCC(=O)N1)Nc1cccc([N+](=O)[O-])c1 (centres undefined)	5%
O=C(c1cc(C2CC2)nn1-c1ccccc1)N1CCN(Cc2ccccc2F)CC1	-10%
CCOc1ccccc1NC(=O)c1ccc2c(c1)C(=O)N(CC)C2=O	-10%
O=C(COC(=O)c1ccc(Br)o1)Nc1cccc(S(=O)(=O)N2CCCCC2)c1	-8%
CC1CN(C(=O)CCC(=O)NCc2cccnc2)c2ccccc2O1 (centres undefined)	-3%
Cc1cc(NC(=O)c2ccccc2)ccc1NC(=O)c1ccccc1Cl	-1%

High-throughput results from PubChem.

Some of the compounds tested (hit frequency here may not be typical).
